Screens: PubChem, National Center for Advancing Translational Sciences (NCATS)
D1 agonist – Allosteric Agonists of the Human D1 Dopamine Receptor: qHTS | D(1A) dopamine receptor (Homo sapiens), P21728 | HEK293 T-REx D1 cells, calcium flux, agonist mode | activation, % at 2 µM | hit rate 1% among 360,000 | AID 504660, 2011; in the data active = activation above about 30%; note: 0% is about no effect
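Inducible HEK293 T-REx D1 cells, force-coupled to calcium signalling, were plated at 4000 cells/well with tetracycline and held overnight at 30 C. After no-wash calcium dye loading, compound-evoked calcium rise over 180 s flagged agonists.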
D2 ag – HTS Assay for Allosteric Agonists of the Human D2 Dopamine Receptor: Primary Screen for Agonists; HEK293 T-REx D2 cells, calcium flux agonist mode; activation, % at 2 µM; hit rate 0.53% among 340,000; AID 485358, 2010;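 active = activation over 3 SD above normal in the single-dose calcium agonist read, cut at about 30% in these data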; note: 0% is about no effect
Target sequence (P14416 whole entry, looked up): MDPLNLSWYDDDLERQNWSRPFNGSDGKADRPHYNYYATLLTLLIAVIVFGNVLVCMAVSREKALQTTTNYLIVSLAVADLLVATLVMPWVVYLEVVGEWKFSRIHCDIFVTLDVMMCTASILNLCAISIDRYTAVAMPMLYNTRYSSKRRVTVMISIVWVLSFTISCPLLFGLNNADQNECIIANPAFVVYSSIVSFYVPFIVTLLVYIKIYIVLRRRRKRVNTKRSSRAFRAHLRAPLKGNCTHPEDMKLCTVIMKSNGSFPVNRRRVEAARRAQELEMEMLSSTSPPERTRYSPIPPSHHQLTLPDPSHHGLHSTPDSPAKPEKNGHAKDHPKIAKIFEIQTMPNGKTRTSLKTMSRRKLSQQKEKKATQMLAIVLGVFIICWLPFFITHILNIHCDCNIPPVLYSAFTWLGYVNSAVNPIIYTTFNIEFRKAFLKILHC
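In this primary screen, compounds producing a positive calcium signal within 180 s of addition to tetracycline-induced, force-coupled HEK293 Trex D2 cells are flagged; cells are dye-loaded with a no-wash calcium kit beforehand.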
D1 PAM – Potentiators of Human D1 Dopamine Receptor: qHTS; D(1A) dopamine receptor (Homo sapiens), P21728; HEK293 TREx D1 cells, calcium flux, dopamine EC20 potentiation; potentiation, % at 10 µM; hit rate 0.036% among 360,000; in the data active = potentiation above about 30%; note: 0% is about no effect
D2 PAM – HTS Assay for Positive Allosteric Modulators of the Human D2 Dopamine Receptor: Primary Screen for Potentiators; potentiation, % at 10 µM; HEK293 T-REx D2, calcium flux, EC20 dopamine potentiation; hit rate 0.34% among 340,000; D(2) dopamine receptor (Homo sapiens), P14416; AID 485347, 2010;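 active = potentiation over 3 SD above the plate norm, cut at about 30% in these data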; note: 0% is about no effect
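Using a no-wash calcium dye in inducible, force-coupled HEK293 Trex cells expressing D2, we tracked fluorescence each second for 180 s after compound, then for 180 s after EC20 dopamine to detect augmented signalling.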
RXFP1 agonist – qHTS Assay for Agonists of the Relaxin Receptor RXFP1; HEK293T-RXFP1 cAMP TR-FRET, 30 min; response scale: percent of porcine relaxin response, buffer zero; Potency, µM (series often up to 57.5 µM), for inactives: at the highest dose activation, actives largely listed as activators; hit rate 0.3% among 370,000; Relaxin receptor 1 (Homo sapiens), Q9HBX9; active = well fitted activation curve with a large enough effect; note: potency is the fitted concentration of half-maximal effect; % is set by controls: 0 for no effect and ±100 for the full control effect; nearly all actives have a fitted effect of over 60% in size; many of its hits are not listed in these tables
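HEK293 cells stably expressing RXFP1, treated 30 min at 37C with compounds plus PDE4 inhibitor Ro 20174; cAMP measured by HTRF TR-FRET. Normalized to buffer and 29 nM porcine relaxin; EC50 by Hill fit.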
RXFP1 antag – qHTS Assay for Antagonists of the Relaxin Receptor RXFP1 | Relaxin receptor 1 (Homo sapiens), Q9HBX9 | HEK293-RXFP1, relaxin-stimulated cAMP HTRF, 30 min; stronger effect = lower value | activity change, negative = inhibition, % at 57.5 µM | hit rate 0.59% among 350,000 | AID 1259400, 2018;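 active = activity change of -60% or lower, but not beyond a set lower limit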; note: % is set by controls: 0 for no effect and ±100 for the full control effect
D2 antagonist – HTS Assay for Allosteric Antagonists of the Human D2 Dopamine Receptor: Primary Screen for Antagonists; HEK293 TREx D2 cells, calcium flux, dopamine EC80; hit rate 2% among 340,000; D(2) dopamine receptor (Homo sapiens), P14416; inhibition, % at 10 µM; in the data active = inhibition above about 30%; note: 0% is about no effect
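Read-out: kinetic calcium fluorescence (1 cycle/s) in inducible HEK293 T-REx D2 cells after an EC80 dopamine addition that followed 180 s compound preincubation. Loss of the dopamine response indicates antagonism.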
D1 antagonist – Antagonist of Human D 1 Dopamine Receptor: qHTS; AID 504652, 2011; HEK293 TREx D1 cells, calcium flux, dopamine EC80; stronger effect = lower value; D(1A) dopamine receptor (Homo sapiens), P21728; hit rate 3.2% among 360,000; activity change, negative = inhibition, % at 10 µM; in the data active = activity change below about -30%; note: % is set by controls: 0 for no effect and ±100 for the full control effect
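Tetracycline-induced HEK293 T-REx cells with force-coupled D1 receptor were loaded with a no-wash calcium dye. Compound was added after a 10 s baseline and read kinetically for 180 s; EC80 dopamine was then added and calcium flux followed another 180 s.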
TRHR PAM – qHTS for Small Molecule Agonists and Allosteric Enhancers of Human TRH Receptor: Primary Screen for Enhancers. Thyrotropin-releasing hormone receptor (Homo sapiens), P34981. TRHR cells, fluo-8 calcium fluorescence, EC20 TRH enhancement. enhancement, % at 2 µM. hit rate 0.66% among 360,000. AID 493056, 2011; in the data active = enhancement above about 30%; note: 0% is about no effect
Target sequence (P34981 whole entry, looked up): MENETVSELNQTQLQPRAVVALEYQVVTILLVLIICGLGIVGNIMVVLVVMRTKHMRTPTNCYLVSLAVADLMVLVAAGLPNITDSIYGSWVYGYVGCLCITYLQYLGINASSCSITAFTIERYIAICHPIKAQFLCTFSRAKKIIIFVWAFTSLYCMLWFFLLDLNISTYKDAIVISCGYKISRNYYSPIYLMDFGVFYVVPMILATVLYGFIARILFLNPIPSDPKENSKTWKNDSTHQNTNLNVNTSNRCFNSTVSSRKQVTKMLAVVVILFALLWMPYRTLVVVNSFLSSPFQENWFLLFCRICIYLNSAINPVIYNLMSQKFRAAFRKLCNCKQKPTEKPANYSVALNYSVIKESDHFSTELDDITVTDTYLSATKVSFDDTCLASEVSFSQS
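Enhancer read-out: after compound pinning and an initial kinetic agonist-mode read, an EC20 of TRH (10 nM final) was injected and fluo-8 calcium signal (Ex 480/Em 530) followed at 1 s/cycle for 100 cycles in TRHR-expressing cells.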
Active calls of the source: *; . = not tested or not shown. An excerpt, so the mix of outcomes need not match the whole.

SMILES	D1 agonist	D2 ag	D1 PAM	D2 PAM	RXFP1 agonist	RXFP1 antag	D2 antagonist	D1 antagonist	TRHR PAM
O=C(c1ccc(Cl)cc1Cl)N1CCSCC1	-1	1.0	-1	1	-1.1%	22	-1	-29	0
O=C(Nc1ccc(F)cc1F)c1cc2c(=O)n3ccccc3nc2s1	1	.	1	18	26%	5	.	-7	4
CS(=O)(=O)N(CC(=O)NCCSC1CCCCC1)c1ccc2c(c1)OCO2	-2	1.4	2	1	-1.3%	-2	6	-2	3
COc1cc(C2CC(=O)Nc3c2c(C)nn3-c2nncc(-c3ccccc3)n2)cc(OC)c1OC (stereo not given)	0	1.8	-3	-8	-0.4%	-4	.	-16	-3
O=C(NCc1ccccc1Cl)C1CCN(C(=O)c2ccco2)CC1	3	-2.3	-14	2	1.3%	-7	21	-2	-5
CCCCc1c(C)c(C#N)c2nc3ccccc3n2c1Nc1c(C)n(C)n(-c2ccccc2)c1=O	1	1.3	-13	9	-1.6%	-2	-11	-4	-4
O=c1c2cn[nH]c2[nH]c(=S)n1-c1cccc(Cl)c1	1	-0.4	-5	1	1.0%	-20	-28	-3	3
COc1ccccc1CNC(=O)c1ccccc1NC(=O)c1nsc2ccccc12	2	0.7	-2	-9	-2.1%	-28	.	-10	-4
OC1(c2ccc(Br)cc2)CCNCC1	4	.	-5	.	1.2%	-3	.	10	6
Cc1cn2c(=O)c(C(=O)N3CCN(c4ccccc4F)CC3)cnc2s1	0	0.6	11	5	1.6%	23	13	-11	3
CCSc1nnc(NC(=O)/C=C/c2ccco2)s1	1	0.2	-7	1	3.1%	-3	5	10	-2
CSc1ccccc1NC(=O)CN(C)C(=O)C1CC(=O)N(C(C)c2ccccc2)C1 (stereo not given)	1	.	-6	.	-0.1%	8	.	-11	-7
Cc1nc2nc(NC(=O)c3ccc(Cl)cc3)[nH]n2c(=O)c1Cc1ccccc1	3	1.2	2	19	-4.3%	-8	.	-7	3
O=C(c1ccc([N+](=O)[O-])cc1)N1CCN(c2ncc(Br)cn2)CC1	0	1.2	4	-1	-2.9%	2	-6	5	0
OCCC1CCCCN1CC(O)COCc1ccc(Cl)cc1 (stereo not given)	2	-3.0	-4	.	-0.8%	6	-13	-8	6
Cn1c(=O)c(C(=O)COC(=O)c2cc(C(F)(F)F)nc3c(C(F)(F)F)cccc23)c(N)n(CC2CC2)c1=O	-2	0.1	1	3	-0.9%	.	12	8	0
Cc1c(C)c2ccc(OCC(=O)Nc3ccc(CN4CCOCC4)cc3)cc2oc1=O	3	0.2	-1	-2	2.3%	2	12	10	-3
COc1ccc(OC)c(CNC(=O)Cc2ccc(NC(=O)N3CCCCc4ccccc43)cc2)c1	1	0.7	-7	4	-0.9%	.	.	-16	-2
CCc1cccc(C)c1NC(=O)CCN1C(=O)NC(C)(C)C1=O	0	0.2	-1	-4	-0.2%	3	0	11	3
COc1ccc(CNCc2ccc(C(=O)O)s2)cc1	2	-0.9	-1	2	1.2%	.	.	17	-2
O=C(/C=C/c1ccc(F)cc1)N1CCN(S(=O)(=O)/C=C/c2ccccc2)CC1	-1	0.5	-2	3	-1.6%	-4	15	20	4
O=C1/C(=C/c2ccco2)SC(=S)N1CC1CCCO1 (stereo not given)	3	-0.1	0	-6	1.1%	-15	5	10	-9
CCN(CC(=O)Nc1ccccc1C(=O)Nc1ccccc1)Cc1nc2ccccc2c(=O)[nH]1	2	-0.2	-1	1	2.6%	-12	-9	-4	0
CCNC(=S)Nc1ccc(-c2nc3ccccc3[nH]2)cc1	2	0.0	-1	-25	2.7%	-9	-5	-20	-3
COc1ccc(C(=O)Oc2ccc(C(c3c(C)[nH][nH]c3=O)c3c(C)[nH][nH]c3=O)cc2OC)cc1	0	0.7	0	-8	4.7%	-21	.	4	-1

Remaining list, next part
SMILES	D1 agonist	D2 ag	D1 PAM	D2 PAM	RXFP1 agonist	RXFP1 antag	D2 antagonist	D1 antagonist	TRHR PAM
S=C(N/N=C/c1ccc(Cl)cc1)N1CCOCC1	1	1.4	-9	4	1.0%	-18	13	-37*	-9
Cc1cnc(C(=O)OCC(=O)Nc2cc(S(=O)(=O)N3CCCCC3)ccc2Cl)cn1	1	-0.8	0	-3	3.9%	-7	16	-1	-4
COc1ccc(-c2nnc(SCC(=O)NCc3ccco3)o2)cc1	2	0.2	-9	2	-0.5%	1	5	-7	-8
O=C(c1ccc(Cl)cc1)N(c1ccccn1)C1CCCCC1	-2	-0.7	-5	-7	0.6%	-6	-7	.	-2
Cc1c(Cl)c([N+](=O)[O-])nn1CCCC(=O)N(Cc1ccccc1)Cc1ccccc1	20	-1.7	12	12	0.4%	-5	2	10	0
CCc1nc2ccc(C)cc2c(C(=O)NC2CCCCC2C)c1C (stereo not given)	-1	.	-1	-9	-0.4%	-4	.	4	-6
CC1CN(C(=O)COC(=O)c2ccc(Cl)c(S(=O)(=O)N3CCCCC3)c2)CC(C)O1 (stereo not given)	3	1.0	2	0	3.0%	-5	5	6	2
O=C(Oc1cccc(NC(=O)c2ccco2)c1)c1cccc(S(=O)(=O)N2CCCCC2)c1	11	0.5	-3	-2	-0.3%	-3	1	-9	8
CCN(CC)S(=O)(=O)c1cc(C(=O)c2nccn2C)ccc1Cl	10	0.5	5	-4	-0.3%	9	9	1	6
Nc1cc(C(=O)OCC(=O)NCCCc2ccccc2)ccc1Cl	1	.	3	-11	-0.1%	-3	.	-21	-4
COc1ccc(/C=N/NC(=O)c2ccc3c(c2)OCO3)c(C(=O)O)c1OC	-1	-1.0	-2	2	-1.6%	4	22	35	-4
CC(=O)CCC(=O)OCC(=O)c1ccc(C(F)(F)F)cc1	2	-0.5	0	11	1.2%	-3	-2	2	1
CCN1CCN(c2ccc(S(=O)(=O)N3CCOCC3)cc2NC(=O)c2ccc(C)cc2C)CC1	3	0.2	-3	6	-0.1%	-11	9	10	-6
O=C(CN1CCN(CC(=O)Nc2ccc(Cl)cc2)CC1)Nc1ccc(F)cc1	0	11	-11	2	5.3%	4	8	-12	0
NC(=O)CCCn1c(C(=O)c2ccc(Cl)cc2)c2ccc([N+](=O)[O-])cc2[n+]1[O-]	-2	0.1	-5	-30	-0.5%	.	-11	3	-2
Cc1ccc(NC(=O)c2ccc(NC(=O)c3ccccc3)cc2)cc1C	2	-0.7	10	0	3.2%	-5	0	-18	5
O=C(C1CC1)N1CCN=C1SCc1ccccc1Cl	2	-1.0	.	4	3.8%	.	35*	6	3
COc1ccccc1N1CCN(C2CCCCC2NS(=O)(=O)c2ccc(Cl)cc2)CC1 (stereo not given)	1	9.4	3	-15	-1.6%	22	3	11	-16
CCc1nc2ccccc2c(C(=O)OCCN2C(=O)c3ccccc3C2=O)c1C	1	-0.7	-7	10	2.0%	2	-10	-17	-1
O=C(Cn1ccc2ccccc2c1=O)N1CCN(Cc2ccc3c(c2)OCO3)CC1	-1	30*	-4	-9	2.6%	-5	0	-57*	4
COc1cccc(NC(=O)C2CCCN(S(=O)(=O)c3ccc(-n4cnnn4)cc3)C2)c1 (stereo not given)	2	0.7	0	2	0.1%	-3	3	-2	-3
Cc1cccc(C)c1Nc1c(-c2ccsc2)nc2ccc(Cl)cn12	-2	-0.1	4	21	7.2%	-11	.	5	7
O=C(c1cccc(F)c1)N(Cc1nc2ccccc2c(=O)[nH]1)C1CCCC1	1	-0.7	1	-2	3.8%	-2	7	9	-8
NC(=O)N1CCc2ccccc21	3	-0.4	0	4	-1.3%	-2	15	-29	0
Cn1c(=O)[nH]c(=O)c2c1nc(NCCc1ccccc1)n2CC(O)COc1ccccc1 (stereo not given)	4	0.6	-7	-2	0.6%	-25	12	-6	3
CCCC1N2CC3([N+](=O)[O-])CN1CC([N+](=O)[O-])(C2)C3(C)C (stereo not given)	2	.	-13	.	1.5%	31	.	-18	-5

In the list so far, seven contain an NH in an aromatic ring:
SMILES	D1 agonist	D2 ag	D1 PAM	D2 PAM	RXFP1 agonist	RXFP1 antag	D2 antagonist	D1 antagonist	TRHR PAM
O=c1c2cn[nH]c2[nH]c(=S)n1-c1cccc(Cl)c1	1	-0.4	-5	1	1.0%	-20	-28	-3	3
Cc1nc2nc(NC(=O)c3ccc(Cl)cc3)[nH]n2c(=O)c1Cc1ccccc1	3	1.2	2	19	-4.3%	-8	.	-7	3
CCN(CC(=O)Nc1ccccc1C(=O)Nc1ccccc1)Cc1nc2ccccc2c(=O)[nH]1	2	-0.2	-1	1	2.6%	-12	-9	-4	0
CCNC(=S)Nc1ccc(-c2nc3ccccc3[nH]2)cc1	2	0.0	-1	-25	2.7%	-9	-5	-20	-3
COc1ccc(C(=O)Oc2ccc(C(c3c(C)[nH][nH]c3=O)c3c(C)[nH][nH]c3=O)cc2OC)cc1	0	0.7	0	-8	4.7%	-21	.	4	-1
O=C(c1cccc(F)c1)N(Cc1nc2ccccc2c(=O)[nH]1)C1CCCC1	1	-0.7	1	-2	3.8%	-2	7	9	-8
Cn1c(=O)[nH]c(=O)c2c1nc(NCCc1ccccc1)n2CC(O)COc1ccccc1 (stereo not given)	4	0.6	-7	-2	0.6%	-25	12	-6	3
